# Screening data: PubChem BioAssay, several laboratories
# FBA Mtb inh = Mtb FBA enzyme inhibitors, primary screen, biochemical, fluorescence, strain H37Rv. Fructose-bisphosphate aldolase (Mycobacterium tuberculosis (strain ATCC 25618 / H37Rv)), …. inhibition, % at 1 µM. hit rate 2.3% among 360,000. AID 588726, 2011. purified M. tuberculosis FBA, fluorescence read-out; in the data active = inhibition above about 27%;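 also: 0% = vehicle and 100% = reference inhibitor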
# Target sequence (P9WQA3 whole entry, looked up): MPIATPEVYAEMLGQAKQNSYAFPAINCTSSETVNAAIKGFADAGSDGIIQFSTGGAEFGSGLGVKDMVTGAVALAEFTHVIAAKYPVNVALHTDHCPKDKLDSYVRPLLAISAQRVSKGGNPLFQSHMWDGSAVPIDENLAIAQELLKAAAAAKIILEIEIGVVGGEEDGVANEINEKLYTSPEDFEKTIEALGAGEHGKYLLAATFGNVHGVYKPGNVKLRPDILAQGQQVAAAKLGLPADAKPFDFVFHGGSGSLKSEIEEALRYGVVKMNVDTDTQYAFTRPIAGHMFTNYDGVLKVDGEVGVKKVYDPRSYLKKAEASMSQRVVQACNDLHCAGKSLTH
# CCHFV vOTU inh = CCHFV vOTU protease inhibitors, primary screen, biochemical, Pep-AMC substrate, fluorescence | Crimean-Congo hemorrhagic fever virus L polyprotein viral ovarian tumor (vOTU) protease … | inhibition, % at 11.5 µM | hit rate 0.55% among 370,000; also: 0% = vehicle wells with enzyme and 100% = no enzyme wells
# Rv3671c inh = Rv3671c serine protease inhibitors, primary screen, biochemical, fluorescence polarization, M. tuberculosis H37Rv; inhibition, % at 5.96 µM; P9WHR9; hit rate 0.048% among 320,000; AID 2606, 2010; in the data active = inhibition above about 38%;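 also: extracellular domain of Rv3671c used as enzyme; 0% = enzyme with DMSO and 100% = no enzyme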
# DUSP3 inh = VHR1 phosphatase inhibitors, primary screen, biochemical, absorbance, uHTS; hit rate 0.52% among 290,000; inhibition, % at 13.3 µM; AID 1654, 2009; Dual specificity protein phosphatase 3 (Homo sapiens), P51452; recombinant VHR phosphatase, pNPP absorbance; in the data active = inhibition above about 50%; also: some compounds called inactive have numbers as strong as hits
# Target sequence (P51452 whole entry, looked up): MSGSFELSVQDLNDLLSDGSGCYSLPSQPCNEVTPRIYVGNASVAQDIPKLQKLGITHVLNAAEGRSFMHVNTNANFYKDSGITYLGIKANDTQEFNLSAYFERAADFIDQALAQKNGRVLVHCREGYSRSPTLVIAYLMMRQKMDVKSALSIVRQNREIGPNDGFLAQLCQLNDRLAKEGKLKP
# UGM FP inh = M. tuberculosis UGM enzyme inhibitors, primary screen, biochemical, fluorescence polarization, single point. UDP-galactopyranose mutase (Mycobacterium tuberculosis (strain ATCC 25618 / H37Rv)), …. purified UGM, fluorescence polarization probe displacement. inhibition, % at 10 µM. hit rate 0.06% among 320,000; in the data active = inhibition above about 10%, passing the limit was not always enough; inconclusive = no clear call, values can overlap the other calls
# Target sequence (P9WIQ1 whole entry, looked up): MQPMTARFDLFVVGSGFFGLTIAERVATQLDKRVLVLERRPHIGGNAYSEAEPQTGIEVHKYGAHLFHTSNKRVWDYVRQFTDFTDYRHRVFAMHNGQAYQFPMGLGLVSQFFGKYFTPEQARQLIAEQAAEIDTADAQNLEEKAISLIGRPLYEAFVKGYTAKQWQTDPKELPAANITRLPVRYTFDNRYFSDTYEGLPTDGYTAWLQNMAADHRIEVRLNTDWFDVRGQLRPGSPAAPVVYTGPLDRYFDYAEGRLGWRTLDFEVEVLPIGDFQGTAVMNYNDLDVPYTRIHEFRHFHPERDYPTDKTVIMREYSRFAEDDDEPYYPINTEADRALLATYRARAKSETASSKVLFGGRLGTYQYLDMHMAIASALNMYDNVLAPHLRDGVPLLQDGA
# GDH-TPI counter = GDH-TPI coupling enzyme inhibitors, primary screen, artefact control for M. tuberculosis FBA inhibitor project, biochemical, absorbance, full deck. GDH-TPI coupled enzyme counterscreen, NADH absorbance. inhibition, % at 4.8 µM. hit rate 1.2% among 360,000. AID 588335, 2011;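 also: 0% = DMSO wells and 100% = wells lacking the enzyme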
# FadD28 binding = inhibitors of FadD28 bisubstrate probe binding, primary screen, biochemical, fluorescence polarization, single point; inhibition, % at 12.5 µM; Mycobacterium tuberculosis FadD28 fatty-acid-AMP ligase; hit rate 0.22% among 360,000; in the data active = inhibition above about 8.5%, passing the limit was not always enough; inconclusive = no clear call, values can overlap the other calls
# Mtb BioA inh = M. tuberculosis BioA enzyme inhibitors, primary screen, biochemical, plate reader, single point, HTS; 7,8-diaminopelargonic acid synthase BioA (Mycobacterium tuberculosis); purified M. tuberculosis BioA enzyme; inhibition, % at 9.99 µM; hit rate 0.096% among 360,000; AID 602481, 2012; in the data active = inhibition above about 40%; inconclusive = no clear call, values can overlap the other calls
# MazEF act = activators of E. coli MazEF toxin-antitoxin RNase, primary screen, biochemical, fluorescence, uHTS; activation, % at 20 µM; Endoribonuclease toxin MazF (Escherichia coli (strain K12)), P0AE70; FAM/BHQ RNA-DNA oligo cleavage fluorescence, 5 h; hit rate 0.32% among 350,000; in the data active = activation above about 50%
# Target sequence (P0AE70 whole entry, looked up): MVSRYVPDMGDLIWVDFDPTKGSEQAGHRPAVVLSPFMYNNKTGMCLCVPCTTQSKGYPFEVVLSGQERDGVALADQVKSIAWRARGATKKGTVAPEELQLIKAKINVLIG
# BoNT F protease = BoNT/F light chain protease inhibitors, primary screen, biochemical, flow cytometry, MLPCN library; Botulinum neurotoxin type F light chain protease (Clostridium botulinum); Multiplex microsphere protease cleavage assay; inhibition, % at 10 µM; hit rate 0.22% among 360,000; AID 588497, 2011; in the data active = inhibition above about 35%, passing the limit was not always enough; inconclusive = no clear call, values can overlap the other calls; also: plate controls were buffer without enzyme for full effect and enzyme alone for no effect
# * = called active by the depositor; ? = inconclusive; . = not tested or not shown. Rule as the data show it, unless noted: active = inhibition above about 30%; inactive = the rest. An unsorted share of the library; any-hit rate near 4.9%.
SMILES,FBA Mtb inh,CCHFV vOTU inh,Rv3671c inh,DUSP3 inh,UGM FP inh,GDH-TPI counter,FadD28 binding,Mtb BioA inh,MazEF act,BoNT F protease
O=C1CCCN1CC(O)CS(=O)(=O)Cc1ccc(Cl)cc1Cl (stereo not drawn),0,10,9,.,-0.6,-3,0.0,0.4,6,4
Cc1ccc(C(=O)NCCc2nnc3ccc(NCc4ccc5c(c4)OCO5)nn23)cc1,3,11,4,6,1.2,-1,-3.0,-2.8,-39,-1
Cc1cccc(C(=O)Nc2ccc(NC(=O)c3cccc(C)c3)cc2)c1,7,3,.,.,.,17,-1.3,-0.5,-16,-2
COc1cc(C(=O)Nc2ccc(S(=O)(=O)N3CCCCC3C)cc2)cc(OC)c1OC (stereo not drawn),0,0,-27,22,-2.7,4,-4.9,-0.6,-2,-5
CCOC(=O)C1(C)CCN1C(=O)c1cc(OC)ccc1Br (stereo not drawn),-2,0,.,.,.,6,-1.5,-0.7,.,6
Cc1nnc(SCC(=O)Nc2ccc3c(c2)COC3=O)n1-c1ccccc1,1,0,5,15,-0.5,4,-1.4,0.2,1,-5
CCC(C)[C@H](NC(=O)N1CCn2c1nc1ccccc12)C(=O)NCCc1ccccc1 (stereo partly drawn),-4,10,-6,2,-0.1,5,-0.3,-0.2,4,1
CCCN1CCC(N(C)CCc2ccc(OC)c(OC)c2)CC1,-2,-6,-3,2,-2.8,5,-0.1,1.8,4,-2
CCSC1=C(C#N)C(c2cccc(O)c2)CC(=O)N1 (stereo not drawn),0,-4,4,21,1.7,-6,-1.7,3.3,12,-3
C=CCn1c(O)c(/C=N/N2CCCCC2c2cccnc2)c(=O)[nH]c1=S (stereo not drawn),-2,12,-7,-5,2.0,31*,-4.5,.,-14,0
Cc1ccc(C)c(NC(=O)CN(C)C(=O)CN2C(=O)NC3(CCc4ccccc43)C2=O)c1 (stereo not drawn),-2,2,-8,.,2.8,-1,-2.3,.,-1,-5
CCOc1ccc(NC(=O)C2CCN(c3nnnn3-c3ccccc3)CC2)cc1,1,-9,-3,13,2.3,0,-0.9,.,5,-15
Cc1ccc(SC[C@H](CC(C)C)N2CCN(C)CCC2=O)cc1,2,10,.,23,.,0,-3.2,0.0,10,4
O=C(OCC(=O)N1CCN(S(=O)(=O)c2ccc(Cl)cc2)CC1)C1CC1,1,-1,-2,.,.,-3,-1.7,-0.3,6,-5
CC(=O)Nc1cccc(N/C(N)=N/c2nc(C)cc(C)n2)c1,-1,3,-9,-18,0.7,11,-1.5,.,2,-5
Cn1cc(CCC(=O)N2CCCC(C(=O)c3cccc4ccccc34)C2)cn1 (stereo not drawn),8,-5,-11,0,-1.3,-4,-2.8,5.3,4,-2
O=C1C2C3C=CC(C4CC34)C2C(=O)N1/N=C/c1ccc(-c2ccc([N+](=O)[O-])cc2)o1 (stereo not drawn),-2,0,-2,15,1.7,7,-2.8,-0.5,9,-1
C=CCn1c(SC(C)C(=O)Nc2ccc(F)c(F)c2F)nnc1C1CC1 (stereo not drawn),-1,5,3,.,1.2,6,0.3,0.2,10,13
COc1nc(-c2ccccc2)ncc1S(=O)(=O)c1ccccc1,1,5,-4,7,2.9,1,-0.9,.,2,1
O=C(NC(Cc1ccccc1)C(=O)O)c1cccnc1Cl (stereo not drawn),3,-1,0,-29,3.2,-3,-1.5,.,1,?
CN(C)C(=O)N1CCN(S(=O)(=O)c2ccc3ccccc3c2)CC1,4,1,-3,-6,1.2,8,-2.1,1.9,3,12
CCc1ccc(NC(=O)C2=CC(c3ccc(OC)cc3)=NS(=O)(=O)N2C)cc1,-5,1,-51,-14,-0.4,10,-1.7,1.2,-2,-14
COc1ccc(CC(=O)OCC(=O)Nc2cccnc2Cl)cc1OC,-1,-6,-5,1,0.7,6,0.0,-2.3,1,2
NS(=O)(=O)c1cccc(NC(=O)CSc2nc3ccccc3n2-c2ccccc2)c1,-4,-2,-13,1,-2.6,1,-8.4,.,-7,-4
CSc1cccc(NC(=O)/C=C/c2ccccc2)c1,0,3,-37,22,2.6,0,-8.2,7.7,7,-10
CC(=O)Nc1ccc(OCC(=O)NCCc2ccccc2)cc1,1,8,4,-9,-0.9,0,-4.1,0.8,13,-3
CCC(Oc1ccc(C)cc1)C(=O)Nc1ccccc1C(=O)N1CCOCC1 (stereo not drawn),0,-1,4,7,1.0,6,-3.8,2.7,1,-4
Cc1cc(C)c[n+](-c2nc3ccccc3nc2[N-]S(=O)(=O)c2cccs2)c1,-7,-6,-8,17,-1.0,14,-4.3,.,-1,-1
Cc1occc1C(=O)Nc1ccccc1C#N,3,7,-1,11,0.8,2,-1.8,-0.9,-7,-2
O=C(COC(=O)/C=C/c1cccc(F)c1)Nc1ncccn1,2,14,-4,-3,5.4,6,-1.7,0.6,-3,1

# Compound profiles, as listed above. Values in the order: FBA Mtb inh | CCHFV vOTU inh | Rv3671c inh | DUSP3 inh | UGM FP inh | GDH-TPI counter | FadD28 binding | Mtb BioA inh | MazEF act | BoNT F protease
# Record of COc1nc(-c2ccccc2)ncc1S(=O)(=O)c1ccccc1 → 1 | 5 | -4 | 7 | 2.9 | 1 | -0.9 | . | 2 | 1
# Record of CSc1cccc(NC(=O)/C=C/c2ccccc2)c1 → 0 | 3 | -37 | 22 | 2.6 | 0 | -8.2 | 7.7 | 7 | -10
# Record of O=C(NC(Cc1ccccc1)C(=O)O)c1cccnc1Cl (stereo not drawn) → 3 | -1 | 0 | -29 | 3.2 | -3 | -1.5 | . | 1 | ?
# Record of Cc1occc1C(=O)Nc1ccccc1C#N → 3 | 7 | -1 | 11 | 0.8 | 2 | -1.8 | -0.9 | -7 | -2
# Record of O=C(COC(=O)/C=C/c1cccc(F)c1)Nc1ncccn1 → 2 | 14 | -4 | -3 | 5.4 | 6 | -1.7 | 0.6 | -3 | 1

# Remaining list, next part
SMILES,FBA Mtb inh,CCHFV vOTU inh,Rv3671c inh,DUSP3 inh,UGM FP inh,GDH-TPI counter,FadD28 binding,Mtb BioA inh,MazEF act,BoNT F protease
Clc1ccccc1CN1CCN(c2cccc3[nH]ccc23)CC1,1,.,4,24,1.2,2,0.1,9.8,5,.
CCOc1ncccc1C(=O)N=C1SCCN1C(=O)c1cccnc1OCC,2,7,-3,15,0.9,4,-1.3,-1.2,-6,-1
CCOC(=O)c1ccc(N2CN(C3CCCCC3)CNC2=S)cc1,-1,-10,3,-16,-0.1,-2,-0.1,.,0,0
Cn1ccc(NC(=O)Nc2cccc(C(F)(F)F)c2)n1,6,11,-1,23,0.6,2,-2.2,0.0,-3,-5
Cc1ccc(S(=O)(=O)C2(C(=O)N3CCN(c4ccccc4F)CC3)CC2)cc1,-1,16,7,-9,2.3,-6,-0.7,3.0,4,-15
CC1CN(C(c2cccs2)c2sc3ncnn3c2O)CC(C)O1 (stereo not drawn),-2,12,-1,30,-3.5,4,-2.4,-0.7,5,-4
N=C1S/C(=C\c2ccco2)C(=O)N1c1nccs1,-10,6,5,5,-5.9,5,3.8,0.3,0,-2
CC(C)(C)C(=O)/C=C/c1ccc(Oc2ccccc2)cc1,0,18,.,23,1.5,0,-3.2,1.6,-7,-7
c1ccc(-c2ccc(C3CCCN3)cc2)cc1 (stereo not drawn),3,7,-1,31,-0.2,1,-2.2,-0.7,2,-12
COc1ccc(CNC(=O)CN(Cc2ccc(OC)cc2)C(=O)c2csnn2)cc1,0,1,-11,-1,0.9,-3,-1.8,.,-2,-4
CS(=O)(=O)Nc1nc2n(n1)C(c1ccc(F)cc1)CC(c1ccccc1)N2 (stereo not drawn),0,-3,-2,8,1.0,1,0.2,-1.8,2,-4
Cc1ccc(C)c(N2CCN(C(=O)Cn3cccc3)CC2)c1,0,-4,-2,23,1.0,-5,-1.9,-1.9,-4,-11
Cc1ccccc1OCC(=O)N/N=C/c1ccc(Sc2nc3ccccc3s2)o1,-3,-4,1,-35,2.3,13,-5.2,-0.6,-11,3
O=C(COC(=O)c1ccc(S(=O)(=O)N2CCCCC2)cc1)NCc1ccccc1,2,4,-4,.,-1.0,8,-2.1,-2.3,-7,-4
CC1(C)C2CCC1(CS(=O)(=O)N1CCOCC1)C(=O)C2 (stereo not drawn),2,0,-1,-8,-0.9,-3,0.4,.,1,4
O=C(c1cc2nc(-c3ccccc3)cc(-c3ccccc3)n2n1)N1CCCC1,1,-7,-27,-11,2.4,-2,-6.2,.,5,-7
O=C(c1ccc(Cn2cc(Br)cn2)cc1)N1N=C(C(F)F)CC1(O)C(F)F (stereo not drawn),-2,-8,0,-11,-2.2,8,-8.0,.,2,-6
O=C1OCC/C1=C\c1ccc(O)cc1,-3,7,-4,49,-0.1,13,-2.9,0.3,6,-17
Cc1noc(C)c1COC(=O)/C=C/c1ccccc1Cl,-1,1,-1,1,1.6,7,-0.9,.,-2,-2
O=C1NC(=O)N(c2cccc(Cl)c2)C(=O)/C1=C\c1ccc(Sc2nc3ccccc3[nH]2)o1,-3,1,-216,22,-4.5,0,-0.6,.,-89,-14
CC(=O)Nc1c(O)nc(SCC(=O)Nc2c(C)cccc2C)[nH]c1=O,2,9,8,-37,-1.6,11,-0.3,-1.1,2,-1
CNc1ccccc1C(=O)OC(C)C(=O)Nc1ccc(S(=O)(=O)N2CCCC2)cc1 (stereo not drawn),39*,-48,-8,0,-2.8,-1,1.3,0.0,2,12
CCCCCCCCNC(=O)c1cnsn1,5,4,5,24,-0.5,6,-1.5,.,-9,-9
COC(=O)c1sc(NC(=O)c2ccc(C)o2)nc1C,0,5,8,7,-0.5,35*,-1.5,.,-12,4
CC(C)=CCC/C(C)=C/CNC(=O)C[C@H]1C[C@H](C(=O)N2CCCCC2)[C@@]2(C)c3[nH]c4ccc(Cl)cc4c3CCN2C1=O,1,-7,.,.,.,0,-0.7,-0.7,-2,6
CCCN1CCN(C(=O)Nc2ccc(OCC)cc2)CC1,-2,-2,8,31,-1.3,-8,-2.8,.,0,-2
COc1ccccc1N1CCN(S(=O)(=O)c2cc(-c3cc(C)no3)ccc2C(C)C)CC1,-1,16,5,-10,-3.9,-3,-3.4,-0.6,-3,-3
O=C(O)C(c1ccccc1)C1(O)CCCCC1 (stereo not drawn),4,-2,8,40,-0.4,-6,0.8,1.5,7,-14
CCCc1c(C(=O)N/N=C/c2ccccc2OCc2ccc(F)cc2)nnn1-c1nonc1N,-1,4,-7,48,-1.2,3,-3.8,-0.4,-21,1
CCOc1cc2[nH]c(=S)n(CCCCC(=O)NCc3ccco3)c(=O)c2cc1OCC,3,-2,1,-9,-1.2,14,-1.8,-1.4,4,-1
CC(C)CN(C(=O)Cn1ccccc1=O)C1CCS(=O)(=O)C1 (stereo not drawn),-2,2,-1,.,-1.2,-9,-2.2,-0.6,0,0
Cc1ccc2oc(=O)n(CC(=O)c3ccc(F)cc3)c2c1,1,-10,1,9,2.5,6,-1.5,.,2,.
COC(=O)c1cc(S(=O)(=O)N2CCC(C(N)=O)CC2)oc1C,2,9,-7,13,-0.6,1,-1.8,0.0,0,-8
O=C(c1cc(-c2ccco2)on1)N1CCCc2ccccc21,0,11,0,19,-3.1,14,-1.7,0.2,6,4
